Bioassay records from PubChem.
EBNA-1 inhibitor: blocks EBNA-1 binding to DNA; EBNA-1 DNA binding, fluorescence polarization; inhibition, % at 14.8 µM; 0.34% of 300,000 active; AID 1950; in the data active means inhibition above about 28%
Efflux pump inh: blocks antifungal efflux pumps in multiplex yeast assay; 0.44% of 330,000 active; inhibition, % at 10 µM; S. cerevisiae Candida pump triplex, Nile Red efflux;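 active means plate passing quality check with inhibition over a set limit, or well fluorescence over plate mean plus 4 SD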;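 further: Nile Red retained in pooled yeast measured as flow cytometry median fluorescence; 0% = buffer negative control and 100% = Enniatin B positive control; higher means more Nile Red kept so more efflux inhibition; some compounds called inactive have numbers as strong as hits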
core dimer inh: blocks dimerization of HCV core protein; 0.33% of 300,000 active; inhibition, % at 5 µM; TR-FRET GST/Flag-core106 dimerization, 1536-well;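 active means inhibition above the mean of all tested compounds plus 3 SD, set per screening campaign, cut at about 45% in these data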
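Assay system: Tagged HCV core106 pair (GST and Flag) | Buffer or medium: KF-containing HEPES buffer, pH 7.45, DTT, CHAPS, BSA | Also added: Eu donor and XL665 acceptor anti-tag antibodies | Dosing: One concentration, 5 µM, in 0.5% DMSO | Timing: 4 h at 22.5 °C | Technique: TR-FRET 671 and 617 nm emission | Repeats: Singlicate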
PP5 primary: PP5 (human) phosphatase inhibition. P53041. purified PP5c, OMFP substrate fluorescence. inhibition, % at 6.7 µM. 0.18% of 320,000 active. AID 1987;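 active means inhibition above the campaign's mean inhibition across all tested compounds plus 3 SD, cut at about 9.5% in these data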;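 further: 0% = DMSO only and 100% = 100 µM cantharidin control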
TPT1 inhibitor: inhibitors of Candida albicans tRNA 2'-phosphotransferase TPT1. recombinant caTPT1, FP RNA substrate dephosphorylation. inhibition, % at 5 µM. 0.81% of 300,000 active;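 active means inhibition above the mean of all tested compounds plus 3 SD, set per screening campaign, cut at about 24% in these data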;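 further: plate controls were DMSO alone for no effect and ferristatin control at 100 nM for full effect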
PREPL inh: human PREPL enzyme inhibition; Q4J6C6; recombinant PREPL, fluorescence polarization activity-based probe; inhibition, % at 5.96 µM; 0.68% of 320,000 active; in the data active means inhibition above about 43%;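 further: 0% = enzyme with DMSO and 100% = wells lacking enzyme; many of its hits are not listed in these tables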
Target sequence (Q4J6C6 whole entry, looked up): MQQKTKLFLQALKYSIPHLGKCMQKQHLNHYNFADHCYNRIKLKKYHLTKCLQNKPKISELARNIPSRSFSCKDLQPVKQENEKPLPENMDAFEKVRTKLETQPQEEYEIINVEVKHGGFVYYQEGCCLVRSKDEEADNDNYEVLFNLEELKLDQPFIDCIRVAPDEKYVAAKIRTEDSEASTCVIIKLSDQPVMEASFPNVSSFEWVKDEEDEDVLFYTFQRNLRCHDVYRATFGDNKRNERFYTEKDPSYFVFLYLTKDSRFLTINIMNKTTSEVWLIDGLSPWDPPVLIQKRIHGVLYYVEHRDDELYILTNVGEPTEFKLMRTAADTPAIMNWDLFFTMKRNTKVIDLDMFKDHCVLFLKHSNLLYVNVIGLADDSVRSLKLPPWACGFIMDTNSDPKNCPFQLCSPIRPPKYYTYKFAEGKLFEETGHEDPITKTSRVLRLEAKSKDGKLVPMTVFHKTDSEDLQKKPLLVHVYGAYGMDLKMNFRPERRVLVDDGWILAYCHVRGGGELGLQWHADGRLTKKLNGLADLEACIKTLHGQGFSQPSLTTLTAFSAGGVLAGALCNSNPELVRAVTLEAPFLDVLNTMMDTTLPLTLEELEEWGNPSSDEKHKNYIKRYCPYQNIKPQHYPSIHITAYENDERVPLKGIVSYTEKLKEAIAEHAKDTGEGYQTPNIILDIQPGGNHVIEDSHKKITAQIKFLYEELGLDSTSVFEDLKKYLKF
CTSL1 counter: counter-screen for PFM18AAP inhibitors: inhibitors of F. hepatica cathepsin L1 | recombinant F. hepatica cathepsin L1, Z-Leu-Arg-MCA fluorescence | inhibition, % at 5.96 µM | 0.49% of 300,000 active | AID 1906;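 active means inhibition above the mean of all tested compounds plus 3 SD, set per screening campaign, cut at about 17% in these data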;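 further: 0% = plate median of test compound wells and 100% = 1 µM Z-Phe-Ala-diazomethylketone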
ZTA DNA inh: ZTA (EBV) inhibition in EBNA-1 counter-screen. ZTA-DNA binding, fluorescence polarization. inhibition, % at 11 µM. 0.15% of 320,000 active; in the data active means inhibition above about 33%
Target sequence (P03206 whole entry, looked up): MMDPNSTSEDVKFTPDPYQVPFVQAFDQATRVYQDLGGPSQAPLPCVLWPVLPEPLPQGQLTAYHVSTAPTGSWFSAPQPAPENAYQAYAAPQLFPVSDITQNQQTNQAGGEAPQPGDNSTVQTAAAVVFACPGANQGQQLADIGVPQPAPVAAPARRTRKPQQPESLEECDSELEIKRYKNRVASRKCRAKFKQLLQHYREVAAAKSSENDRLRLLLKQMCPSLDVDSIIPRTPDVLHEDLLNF
PP1 inh: counter-screen for PP5 inhibitors: inhibitors of human PP1-alpha; inhibition, % at 6.7 µM; 0.9% of 320,000 active; AID 2235; purified PP1alpha, OMFP fluorescence; P62136;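 active means inhibition above the mean inhibition of all tested compounds plus 3 SD, computed separately for each screening campaign, cut at about 15% in these data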
* hit, by the source's call; / = not tested or not shown. A portion of the library, so the mix of outcomes need not match the whole.

Molecule,EBNA-1 inhibitor,Efflux pump inh,core dimer inh,PP5 primary,TPT1 inhibitor,PREPL inh,CTSL1 counter,ZTA DNA inh,PP1 inh
COc1cc(/C=N/Nc2nncc3ccccc23)cc(OC)c1OC,-3,0.3,-14,1.1,-1,27,3,-15,-1
O=C(O)CCCC(=O)N1CCN(c2nc(-c3ccccc3Cl)c3cc(Br)ccc3n2)CC1,10,-0.1,10,1.1,-2,0,5,9,2
Cc1nc2ccccn2c1C(=O)NNS(=O)(=O)c1ccc(Cl)cc1,-7,-0.1,-2,1.9,-1,11,-1,1,2
CC(=O)c1c(C)[nH]c(C(=O)OCC(=O)c2c(N)n(CC(C)C)c(=O)n(C)c2=O)c1C,/,-0.2,/,2.4,/,-20,/,10,1
N#CC1(NC(=O)CSc2nc3ccc([N+](=O)[O-])cc3s2)CCCCC1,-1,0.1,1,-0.2,0,1,-2,8,-5
Cc1ccc(O)c(NC(=O)c2noc3c2CCc2ccccc2-3)c1,20,-0.1,-1,2.0,-1,4,2,2,-1
COCCCNC(=O)c1cccs1,-3,-0.1,3,2.5,-2,-5,1,8,1
C/C(=N/NC(=O)CNS(=O)(=O)c1ccccc1)c1ccc(Br)cc1,13,-0.1,1,1.9,1,-22,4,-8,2
Cc1cccc(NC(=O)CSc2cc(C(=O)c3nccn3C)c3ccccc3n2)c1,4,-0.1,6,-1.9,2,2,1,26,-4
O=C1C=CC(=O)N1c1cccc(-c2ccccc2)c1,-4,2.6*,3,-0.7,-1,-8,-3,5,-4
Cc1c(C)c2ccc(OC(C)C(=O)NCCN3CCOCC3)c(C)c2oc1=O (stereo not drawn),-2,-0.1,-1,-1.0,0,13,-1,-6,-4
c1ccc2nc3c(nc2c1)CCCC3,4,-0.1,11,-3.1,0,7,6,-3,-2
COc1ccccc1/C=C/C(=O)OCC(=O)NCc1ccco1,3,0.1,9,1.6,-1,12,-1,-15,0
CNC(=O)c1nc(C)n(-c2cc(Cl)cc(Cl)c2)n1,8,-0.2,3,0.5,0,4,-3,7,-3
CC(C)CN1CC(C(=O)O)CC1=O (stereo not drawn),7,0.0,-8,2.0,-3,7,-1,-1,3

Continuation:
Molecule,EBNA-1 inhibitor,Efflux pump inh,core dimer inh,PP5 primary,TPT1 inhibitor,PREPL inh,CTSL1 counter,ZTA DNA inh,PP1 inh
COc1cccc(CN2CC(C(=O)N3CCN(c4ccc(Cl)cc4)CC3)CCC2=O)c1 (stereo not drawn),-4,0.8,9,-0.1,-2,8,1,2,0
NC1=NC[C@H](Cc2ccccc2)N1CC1CCCCC1,2,-0.1,1,-0.4,2,6,1,-8,-1
Cc1ccccc1-n1c(Cn2c(=O)sc3ccccc32)nnc1SCC(=O)NCC1CCCO1 (stereo not drawn),5,-0.1,1,-2.4,2,3,1,-1,-5
CC(C)CNC(C(=O)Nc1ccc([N+](=O)[O-])cc1Br)c1ccccc1 (stereo not drawn),11,-0.1,9,1.6,0,-1,1,9,2
CCOC(=O)C1=C(C(F)(F)F)Nc2ncnn2C1c1cccc(OC)c1OC (stereo not drawn),5,-0.3,2,0.5,-1,16,-3,-3,-4
COc1ccc(C(=O)N/N=C(\CCC(=O)O)c2ccc(C(C)(C)C)cc2)cc1OC,4,0.0,-1,0.4,-1,-1,-4,23,-1
COc1cc(S(=O)(=O)Nc2c(C)cc(C)cc2C)ccc1Cl,6,-0.1,5,2.1,-3,-4,2,-13,-2
COCc1nnc(NC(=O)c2cc(C(=O)OC)cc([N+](=O)[O-])c2)s1,4,0.2,-6,-6.4,-1,0,-5,1,-1
CNC(=S)c1cc(C(C)(C)C)c(O)c(C(C)(C)C)c1,-5,0.2,1,2.2,3,1,2,8,-1
O=C(NCc1ccco1)c1ccc(-c2ccc(Cl)cc2)o1,4,-0.1,2,3.5,-4,-20,-1,-2,2
COc1ccc(C(=O)c2ccccc2O)c(O)c1,11,0.5,9,1.0,12,-12,4,10,-2
Cc1cc(C)cc(OCC(=O)NC2CCCc3ccccc32)c1 (stereo not drawn),7,0.8,-6,3.8,2,1,-2,0,2
O=C(CSC1=NCCN1)C1COc2ccccc2O1 (stereo not drawn),4,0.0,3,-0.8,3,0,-3,18,-4
COC(=O)c1cc(C(=O)N2CCN(c3ncccn3)CC2)cc([N+](=O)[O-])c1,0,-0.1,8,1.0,-2,-5,-3,-5,-1
COc1ccc(OC)c(NC(=O)C2CC(=O)N(c3ccc(Br)cc3)C2)c1 (stereo not drawn),-6,0.0,-1,2.2,-4,11,-4,7,-2

Only PREPL inh, ZTA DNA inh and PP1 inh (2 entries from above):
canonical_smiles,PREPL inh,ZTA DNA inh,PP1 inh
COC(=O)c1cc(C(=O)N2CCN(c3ncccn3)CC2)cc([N+](=O)[O-])c1,-5,-5,-1
COc1ccc(OC)c(NC(=O)C2CC(=O)N(c3ccc(Br)cc3)C2)c1 (stereo not drawn),11,7,-2

(cont.)
Molecule,EBNA-1 inhibitor,Efflux pump inh,core dimer inh,PP5 primary,TPT1 inhibitor,PREPL inh,CTSL1 counter,ZTA DNA inh,PP1 inh
CCc1ccc(C2c3[nH]c4ccccc4c3CCN2C(=O)c2cc[n+]([O-])cc2)cc1 (stereo not drawn),-7,0.4,-2,5.2,0,7,-5,25,-6
COc1ccc(CNCCNC(=O)c2cccs2)c(OC)c1OC,5,-0.1,6,1.4,0,-4,-1,18,6
O=C(CCC(=O)c1cccs1)OCC(=O)N1CCN(S(=O)(=O)c2ccccc2)CC1,8,-0.3,0,2.3,1,10,-76,13,-3
Cc1ccc(S(=O)(=O)NCCCCCC(=O)NCCc2ccccc2)cc1,-15,-0.2,-5,3.1,0,-3,12,-25,4
O=C(CSc1ccccn1)Nc1ccc2c(c1)C(=O)c1ccccc1C2=O,-7,0.2,8,1.8,0,9,9,5,4
COCCN(CCOC)S(=O)(=O)c1ccc(C(=O)Nc2nnc(C)o2)cc1,7,0.0,-5,-0.2,-2,-3,0,9,2
COc1ccc(CC(=O)Nc2c(C(=O)N3CCN(c4ccccc4)CC3)oc3ccccc23)cc1OC,12,0.1,11,-0.1,0,0,-8,-9,-1
Cc1ccc(S(=O)(=O)N2CCN(C)CC2)cc1-c1nnc2c3ccccc3c(C)nn12,1,0.0,1,2.7,1,-3,0,-18,1
Cc1nnc(NC(=O)CN2CCN(Cc3ccccc3)CC2)s1,-4,0.1,7,2.4,1,-2,-2,-16,-3
Cc1cc(OC(C)C(=O)NCC2CCC(C(=O)O)CC2)c2c(C)cc(=O)oc2c1 (stereo not drawn),-3,-0.2,1,1.9,-3,-5,-1,2,-1
COc1ccc(/C=C/C(=O)N2CCN(c3ccccn3)CC2)c(OC)c1OC,3,0.1,-2,0.7,-2,4,3,8,-3
CCN1C/C(=C/c2cccc([N+](=O)[O-])c2)C(=O)/C(=C/c2cccc([N+](=O)[O-])c2)C1,6,-0.2,3,-1.6,-2,3,-4,17,-2
CCOc1cc(/C=N/N=C2/NC(=O)C(CC(=O)O)S2)ccc1OCc1ccccc1Cl (stereo not drawn),-1,0.3,19,4.2,-3,32,2,3,3
O=C(C1CCN(S(=O)(=O)c2cccc([N+](=O)[O-])c2)CC1)N1CCOCC1,-3,-0.2,-8,0.9,-4,3,6,-4,-1
O=C(Nc1ccccc1)c1ccccc1OCc1cccc([N+](=O)[O-])c1,2,0.0,1,3.2,-4,4,9,-20,7

The listing continues.
Molecule,EBNA-1 inhibitor,Efflux pump inh,core dimer inh,PP5 primary,TPT1 inhibitor,PREPL inh,CTSL1 counter,ZTA DNA inh,PP1 inh
COc1cccc(C(=O)NC(C)c2ccc(Br)cc2)c1 (stereo not drawn),1,0.4,-9,0.1,-4,2,-1,-8,-1
CC1=[N+](CC(=O)NC(C)(C)C)CCc2ccccc21,2,0.1,0,1.6,-4,6,0,-1,-2
CC1CCN(S(=O)(=O)c2ccc3c(c2)N(CC(=O)NCCCOC(C)C)C(=O)CO3)CC1,-4,0.2,-10,1.8,-2,5,-5,9,7
COC(=O)Cn1c(=NC(=O)CSCC(=O)Nc2cc(C)on2)sc2cc(C(=O)OC)ccc21,-1,0.0,-5,2.2,-4,-9,-1,-9,0
Cc1cc(C)n(-c2nc3nonc3nc2Nc2cccc(C)c2C)n1,5,0.0,-1,0.6,3,-3,1,9,-3
COc1cc(OC)cc(C(=O)N2CCC(N3CCN(c4ccccc4OC)CC3)CC2)c1,-8,0.5,-6,4.2,0,15,-5,-16,5
CN(C)S(=O)(=O)c1cc(C(=O)OCCn2cnc3c2c(=O)n(C)c(=O)n3C)ccc1Cl,5,-0.1,-2,-0.2,-5,1,-4,3,3

Structures from the list above containing a nitro group on carbon:
Molecule,EBNA-1 inhibitor,Efflux pump inh,core dimer inh,PP5 primary,TPT1 inhibitor,PREPL inh,CTSL1 counter,ZTA DNA inh,PP1 inh
N#CC1(NC(=O)CSc2nc3ccc([N+](=O)[O-])cc3s2)CCCCC1,-1,0.1,1,-0.2,0,1,-2,8,-5
CC(C)CNC(C(=O)Nc1ccc([N+](=O)[O-])cc1Br)c1ccccc1 (stereo not drawn),11,-0.1,9,1.6,0,-1,1,9,2
COCc1nnc(NC(=O)c2cc(C(=O)OC)cc([N+](=O)[O-])c2)s1,4,0.2,-6,-6.4,-1,0,-5,1,-1
COC(=O)c1cc(C(=O)N2CCN(c3ncccn3)CC2)cc([N+](=O)[O-])c1,0,-0.1,8,1.0,-2,-5,-3,-5,-1
CCN1C/C(=C/c2cccc([N+](=O)[O-])c2)C(=O)/C(=C/c2cccc([N+](=O)[O-])c2)C1,6,-0.2,3,-1.6,-2,3,-4,17,-2
O=C(C1CCN(S(=O)(=O)c2cccc([N+](=O)[O-])c2)CC1)N1CCOCC1,-3,-0.2,-8,0.9,-4,3,6,-4,-1
O=C(Nc1ccccc1)c1ccccc1OCc1cccc([N+](=O)[O-])c1,2,0.0,1,3.2,-4,4,9,-20,7
